GAA inh = inhibitors of human lysosomal alpha-glucosidase; purified human GAA, 4-MU-alpha-glucoside fluorescence; P10253; Potency, µM (series often up to 76.9 µM), for the others: at the top dose activity change, negative = inhibition, hits mostly inhibitors; 200,000 tested, 0.005% active;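 also: plate controls were uninhibited enzyme wells for no effect and no-enzyme background for full effect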
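Fluorescence at Ex 365/Em 440 nm from 4-methylumbelliferone reported enzyme activity after 20 min at room temperature. Reactions used 4 nM enzyme and 400 uM substrate at pH 5.0; curves fitted with the Hill equation.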
aGlu spleen mod = inhibits or activates alpha-glucosidase in human spleen homogenate; P10253; human spleen homogenate, 4-MU-alpha-glucoside fluorescence; 240,000 tested, 0.006% active; Potency, µM (doses to about 79.9 µM), inactives show at the top dose activity change, negative = inhibition, actives largely listed as inhibitors;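 also: 0% = enzyme with vehicle and -100% = no enzyme basal signal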
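Compounds were titrated against alpha-glucosidase in spleen homogenate at pH 5.0, with 1 mM 4-methylumbelliferyl substrate for 40 min at 37 C. Reactions were quenched with pH 10 NaOH/glycine and fluorescence measured.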
HTT ATP protect = Huntington cell model cytoprotection by ATP luminescence; PC12 HTT-Q103 induced, cytoprotection, ATP luminescence, 40 h; Potency, µM (top dose mostly 56.4 µM), without a hit: cytoprotection (ATP increase), actives largely listed as activators; 230,000 tested, 0.14% active;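 also: % of control where 0% means no effect; nearly all actives have a fitted effect of over 45% in size; toxic huntingtin expression switched on by the ecdysone agonist tebufenozide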
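ATP quantification (ATPlite) reports survival of PC12 cells in which tebufenozide, 100 nM final, switches on Htt exon 1 with 103 glutamines linked to GFP; compounds are titrated.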
IMPase Li inh = membrane-permeable IMPase blocker, potentiated with lithium | CHO-M1 cells, IP1 TR-FRET (IP-One), carbachol + lithium | Potency, µM (highest dose often 59.4 µM), for inactives: top-dose activity, negative = IMPase inhibition, actives largely listed as inhibitors | 210,000 tested, 0.35% active;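 also: IP1 builds up when IMPase is blocked and the TR-FRET signal falls; plate controls were basal vehicle for no effect and high inhibitor control for full effect; nearly all actives have a fitted effect of over 50% in size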
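Readout is a homogeneous TR-FRET IP1 immunoassay (Ex 320, Em 665 and 620), where raised cytosolic IP1 lowers signal. Cells were CHO-M1 treated 30 min at 37C with test compounds plus a little lithium; AC50 values came from Hill-equation fitting.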
HTT aggregate = inhibitors of mutant huntingtin aggregate formation in PC12 cells; 220,000 tested, 1.1% active; AID 1688; PC12 HttQ103-GFP aggregates, Acumen cytometry, 40 h; Potency, µM (doses to about 46.1 µM), for the others: at the top dose activity change, negative = inhibition, most hits filed as inhibitors; also: % is scaled to controls: 0 for no effect and ±100 for the full control effect; nearly all actives have a fitted effect of over 60% in size
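Inducible Q103 Huntingtin exon 1–GFP PC12 line, 1500 cells/well in phenol red free DMEM with 5% equine and 5% calf serum. Tebufenozide 100 nM induced expression; compounds titrated; aggregates quantified by cytometry.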
GAA glycogen = inhibitors or activators of human alpha-glucosidase glycogen cleavage; Potency, µM (doses to about 76.4 µM), without a hit: at the highest dose activity change, negative = inhibition, most hits filed as inhibitors; 300,000 tested, 0.38% active; recombinant GAA, glycogen substrate, Amplex Red glucose oxidase fluorescence; AID 2100;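 also: 0% = full enzyme reaction and -100% = no-enzyme basal signal; the screen sought inhibitors and activators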
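Recombinant human enzyme (4 nM); glycogen substrate; 37 C, 40 min, pH 5.0. Readout: coupled glucose oxidase/Amplex Red fluorescence.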
RGS12 GoLoco inh = blocks human Gai1 binding to RGS12 GoLoco peptide, red readout; Potency, µM (top dose mostly 61.6 µM), inactives show top-dose activity, negative = inhibition, most hits filed as inhibitors; P63096; Gai1:RGS12 GoLoco peptide FP, rhodamine, 10 min; 230,000 tested, 0.44% active; active = well fitted inhibition curve with a large enough effect, not every such curve was filed as active; inactive = no such curve, though single readings can be large or run the other way; also: % is scaled to controls: 0 for no effect and ±100 for the full control effect; nearly all actives have a fitted effect of over 30% in size; many of its hits are not listed in these tables
Target sequence (P63096 whole entry, looked up): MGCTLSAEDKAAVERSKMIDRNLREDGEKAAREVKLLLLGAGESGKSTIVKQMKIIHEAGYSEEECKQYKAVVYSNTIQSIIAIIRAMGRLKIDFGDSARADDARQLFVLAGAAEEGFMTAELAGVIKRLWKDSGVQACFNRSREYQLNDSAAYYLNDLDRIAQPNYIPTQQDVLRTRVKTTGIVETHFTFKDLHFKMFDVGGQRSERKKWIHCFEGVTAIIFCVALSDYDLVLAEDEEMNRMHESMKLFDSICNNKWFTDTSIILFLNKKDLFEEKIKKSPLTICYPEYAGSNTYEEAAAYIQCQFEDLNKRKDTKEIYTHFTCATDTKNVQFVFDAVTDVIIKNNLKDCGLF
* = called active by the depositor; ? = inconclusive; nt = no result given; & = joins results of further samples; [ ] = another dose, or the depositor's remark. Unless noted, calls follow the shape of the dose curve; as a rule, active = well fitted curve in the direction sought with a large enough effect; inconclusive = small, poorly fitted or top-dose-only effect, or another doubt; inactive = no such curve, though single readings can be large; an effect the other way counts as inactive or inconclusive. Potency is read from the fitted curve at half-maximal effect. Only part of the results is shown (hit frequency here may not be typical).

item | molecule | RGS12 GoLoco inh | HTT aggregate | aGlu spleen mod | GAA glycogen
1 | CC(=O)n1cc([C@@H]2C=C(C(=O)Nc3ccccc3)O[C@H](OCc3ccc(CO)cc3)C2)c2ccccc21 | 10% | 14%[9.22 µM] | -2% | -11%
2 | CC1CCN(S(=O)(=O)c2ccc(C(=O)NCc3cccnc3)cc2)CC1 | 0% | 1% | -16% | -6%
3 | O=c1c2ccccc2nnn1Cc1ccccn1 | -1% | 7% | 0% | -4%
4 | O=C(CSc1ncnc2c1oc1ccccc12)c1cccs1 | 13% | 4% | -9% | -4%
5 | CN1C(=O)CC(NNC(=O)c2ccc(Cl)cc2)C1=O (centres undefined) | 1% | -3% | 0% | -25%
6 | NS(=O)(=O)c1cc2c(cc1Cl)=NC(CCC(=O)O)=NS=2(=O)O | 0%[14.2 µM] | nt | nt | nt
7 | C/C(=N\NC(=S)Nc1c(C)cccc1C)c1cc2ccccc2o1 | 7% | 0% | 6% | -28%
8 | O=C(NCCc1ccc(Cl)cc1)C1CCC(CNc2nc(=S)[nH]c3ccccc23)CC1 (centres undefined) | -3% | -13% | 3% | -6%
9 | O=C(/C=C/c1cccc(Br)c1)N1CCN(c2cccc(C(F)(F)F)c2)CC1 | 5% | 4% | 0% | -2%
10 | COC(=O)C(C(C)C)N1CCc2c(C)nc3c(C#N)cnn3c21 (centres undefined) | 7% | -6% | -1% | 2%
11 | CCn1c(/C=C/c2c(C)[nH]c3ccccc23)nc2ccccc2c1=O | 28% | -1% | -5% | 12%
12 | O=C(NCC1CCCO1)c1csc2c1CCCC2 (centres undefined) | 7% | -6% | -2% | -3%
13 | Cc1[nH]n(-c2ccc(C(=O)O)cc2)c(=O)c1CCO | -1% | -8% | nt | ?
14 | Cc1ccc(-n2cc(CN(C)CCc3cn[nH]c3)c(-c3cccc(C)c3)n2)cc1 | 3% | 12% | -21% | -12%
15 | CN(C)C(=O)N1CCN(C(=O)N(C)C)CC1 | -3% | 1% | 2% | -8%

item | IMPase Li inh | HTT ATP protect | GAA inh
1 | 11% | 18%[10 µM] | nt
2 | 3% | -48%[inhibitor] | 6%
3 | 6%[38.3 µM] | -17%[10 µM] | -1%
4 | 13µM* | -13%[0.074 µM] | -2%
5 | -14%[38.3 µM] | -8% | 10%
6 | -5% | -11%[10 µM] | nt
7 | 7% | 29%[10 µM] | 1%
8 | 2% | -97%[inhibitor] | -11%
9 | 6% | 15%[10 µM] | -3%
10 | 8% | 8%[10 µM] | 5%
11 | 1% | 1%[10 µM] | 3%
12 | 15%[38.3 µM] | -12% | 5%
13 | 7% | -23% | -7%
14 | 5% | -28% | -12%
15 | -2%[38.3 µM] | -2% | -9%

The list continues:
item | molecule | RGS12 GoLoco inh | HTT aggregate | aGlu spleen mod | GAA glycogen
16 | CCOC(=O)c1sc(=S)n(-c2cc(OC)ccc2OC)c1N | -13% | -7% | 5% | 7%
17 | COC(=O)COc1ccc(S(=O)(=O)NCc2ccco2)cc1Cl | 7% | -13% | -11% | -19%
18 | CCOCCCNC(=O)CN1C(=O)/C(=C\c2ccc(C)cc2)Sc2ccccc21 | 10% | 1% | -2% | 2%
19 | O=C(c1ccc(Cn2c(=S)[nH]c3ccc(N4CCOCC4)cc3c2=O)cc1)N1CCN(c2ccc(F)cc2)CC1 | -2% | -13% | -4% | -4%
20 | O=C(Nc1ccc(F)c([N+](=O)[O-])c1)c1cccs1 | 2% | ? | -2% | 2%
21 | CCOC(=O)c1sc(SC)c2c1CCCC2=O | 9% | -11%[9.22 µM] | 0% | -5%
22 | O=C(Cc1c[nH]c2ccccc12)Nc1ccccc1N1CCOCC1 | 15% | 8% | -2% | -2%
23 | c1ccc2c(c1)CCN(c1nc3cc4c(cc3s1)OCO4)C2 | -13% | -7% | 3% | 4%
24 | O=C1NC(=O)/C(=C/c2ccccc2Oc2ccc(Cl)cc2)S1 | 1% | ? | -4% | 5%
25 | CN(C)C(=O)c1ccc(NC(=O)CSc2nc3ccccc3[nH]2)cc1 | 11% | 5% | -13% | -10%
26 | Cc1cccc2cc(CN(Cc3cccs3)C(c3nnnn3C3CCCC3)C(C)C)c(=O)[nH]c12 (centres undefined) | nt | -25% | -6% | -10%
27 | CCOC(=O)CC(=O)CSc1nc(-c2cccnc2)ccc1C#N | 29% | -14% | 2% | -1%
28 | CO[C@H]1/C=C/O[C@@]2(C)Oc3c(C)c(O)c4c(O)c(c(/C=N/N5CCN(C)CC5)c(O)c4c3C2=O)NC(=O)/C(C)=C\C=C\[C@H](C)[C@H](O)[C@@H](C)[C@@H](O)[C@@H](C)[C@H](OC(C)=O)[C@@H]1C | 19%&5% | nt | -8%&1% | nt
29 | COc1cccc(NC(=O)c2ncn[nH]2)c1 | 15% | ? | -8% | -4%
30 | CCc1nnc2n1N=C(c1ccc(-c3cc(Cl)ccc3Cl)o1)CS2 | 5% | ? | -10% | 1%

item | IMPase Li inh | HTT ATP protect | GAA inh
16 | 20%[38.3 µM] | 14%[10 µM] | ?
17 | 17%[38.3 µM] | 26% | -8%
18 | 13% | 2%[10 µM] | 8%
19 | -11% | 5% | -3%
20 | -12% | -73%[inhibitor] | -5%
21 | nt | -19%[10 µM] | 6%
22 | 4% | 17% | 1%
23 | 37%[activator][38.3 µM] | -145%[inhibitor][0.074 µM] | -4%
24 | 4% | -17%[10 µM] | -3%
25 | 9% | -10%[10 µM] | -5%
26 | nt | -21% | ?
27 | -21% | -9%[10 µM] | 6%
28 | 27%&23% | 5%&-11% | nt
29 | 14%[38.3 µM] | 8%[0.074 µM] | -10%
30 | 9%[38.3 µM] | -36% | -4%[15.4 µM]

Next compounds follow.
item | molecule | RGS12 GoLoco inh | HTT aggregate | aGlu spleen mod | GAA glycogen
31 | O=C(NCC(=O)N(CC1CCCO1)C(C(=O)NC1CCCCC1)c1ccc(F)cc1)c1ccco1 (centres undefined) | -12% | 18% | -8% | 9%
32 | C/C(=N/S(=O)(=O)c1ccc(Cl)c(Cl)c1)OCC(C)(C)C | 4%[14.2 µM] | nt | nt | nt
33 | O=C(c1cc(-c2ccncc2)nc2ccc(Cl)cc12)N1CCN(Cc2ccc3c(c2)OCO3)CC1 | 4% | ? | -20% | -18%
34 | CCOc1cc(/C=N/NC(=O)C(=O)NCC2CCCO2)ccc1OCC(=O)N1CCOCC1 (centres undefined) | -6% | -16%[9.22 µM] | -18% | 3%
35 | O=c1nc(NCc2ccccc2Cl)cn[nH]1 | 0% | 9% | -5% | -10%
36 | CCN(CC)C(=O)C1CCC(C)(C(=O)O)C1(C)C (centres undefined) | -3% | 0% | -3% | 4%
37 | Cc1cc(C2=NNC(=Nc3ccc(S(=O)(=O)N4CCOCC4)cc3)SC2)c(C)n1C | -37% | -5%[9.22 µM] | -1% | 0%
38 | Cc1ccc(NC2=C(C(=O)c3ccccc3)N(C)S(=O)(=O)c3ccccc32)cc1 | 3% | -28% | -20% | -8%
39 | CCCCn1c(SCC(=O)N2CCOCC2)nnc1-c1ccoc1C | 5% | -3% | 3% | 6%
40 | COc1cccc(Cn2c(=O)cnc3cnc(Oc4cccc(Cl)c4)nc32)c1 | 11% | nt | 3% | nt
41 | COc1ccc(-c2c(C)nn3c(N)c(C#N)cnc23)cc1OC | 11% | -22%[9.22 µM] | 11% | -1%
42 | Nn1c(SCC(=O)Nc2ccc(S(=O)(=O)N3CCCC3)cc2)nnc1C(F)(F)F | 0% | -10% | -3% | -7%
43 | N#CCCn1c(=O)c(-c2ccccc2)nc2cnc(N3CCNCC3)nc21 | -12% | nt | 18% | nt
44 | COc1cccc(CC2(CO)CCN(S(=O)(=O)N(C)C)CC2)c1 | -4% | -6%[9.22 µM] | 0% | -1%
45 | O=[N+]([O-])C(/C=C(/Cl)[N+](=O)[O-])=C(N1CCCCC1)N1CCCCC1 | -7% | 6%[9.22 µM] | -6% | -1%

item | IMPase Li inh | HTT ATP protect | GAA inh
31 | -9%[38.3 µM] | -15% | ?
32 | 3% | 8%[10 µM] | nt
33 | 12% | -5%[10 µM] | 4%
34 | nt | 7%[10 µM] | nt
35 | 18%[38.3 µM] | -2% | -1%
36 | -2%[38.3 µM] | -11%[10 µM] | -16%
37 | nt | -6%[10 µM] | nt
38 | 9%[38.3 µM] | -23% | -12%
39 | 5% | -9%[10 µM] | -2%
40 | 21% | 4% | nt
41 | 10% | -21%[10 µM] | -11%
42 | 16%[38.3 µM] | -3%[10 µM] | -1%
43 | ? | ? | nt
44 | -1% | 0%[10 µM] | 4%
45 | nt | -35%[10 µM] | nt

(continued)
item | molecule | RGS12 GoLoco inh | HTT aggregate | aGlu spleen mod | GAA glycogen
46 | CSc1nnc(C)c(=O)n1COC(=O)COc1ccc(F)cc1 | -2% | -2% | -1% | -1%
47 | COc1cc(C(=O)Nc2cccc3cccnc23)cc(OC)c1OC | -2% | 4% | -11% | 4%
48 | O=C(C1COc2ccccc2O1)N1CCN(c2ccccc2F)CC1 (centres undefined) | 5% | 2% | -10% | 0%
49 | CC(C)(C)[C@@H]1C=C(C(N)=O)O[C@H](OCc2ccc(CO)cc2)C1 | 7% | -40%[9.22 µM] | 11% | 6%
50 | Cn1nc(-c2ccccc2)c2ncc(C(F)(F)F)cc21 | 5% | 6% | 0% | -2%
51 | O=C(C[n+]1ccccc1)Nc1ccc(Oc2ccccc2)cc1 | 9% | 2%[9.22 µM] | -6% | 16%
52 | CC(=O)SCC[N+](C)(C)C | 10%&1% | 5%[9.22 µM] | -8%&-2% | 3%

item | IMPase Li inh | HTT ATP protect | GAA inh
46 | -7% | -51%[inhibitor] | 8%
47 | 19%[38.3 µM] | 1% | 0%
48 | -6%[38.3 µM] | -6%[10 µM] | 2%
49 | nt | 12%[10 µM] | nt
50 | -10% | -16% | ?
51 | 31%[activator] | -9%[10 µM] | ?
52 | 4% | 1%[10 µM] | nt

From PubChem BioAssay
